Screening data from PubChem BioAssay.
EPAC2 antag: EPAC2 (human) antagonism | Q8WZA2 | EPAC2 GEF exchange of Rap1B-BODIPY-GDP, fluorescence | Potency, µM (titrated, usually from 114 µM), for inactives: at the highest dose activity, negative = inhibition, most hits filed as inhibitors | 0.18% of 360,000 active; also: potency is read from the fitted curve at half-maximal effect; % is scaled to controls: 0 for no effect and ±100 for the full control effect; nearly all actives have a fitted effect of over 45% in size; many of its hits are not listed in these tables
Target sequence (Q8WZA2 whole entry, looked up): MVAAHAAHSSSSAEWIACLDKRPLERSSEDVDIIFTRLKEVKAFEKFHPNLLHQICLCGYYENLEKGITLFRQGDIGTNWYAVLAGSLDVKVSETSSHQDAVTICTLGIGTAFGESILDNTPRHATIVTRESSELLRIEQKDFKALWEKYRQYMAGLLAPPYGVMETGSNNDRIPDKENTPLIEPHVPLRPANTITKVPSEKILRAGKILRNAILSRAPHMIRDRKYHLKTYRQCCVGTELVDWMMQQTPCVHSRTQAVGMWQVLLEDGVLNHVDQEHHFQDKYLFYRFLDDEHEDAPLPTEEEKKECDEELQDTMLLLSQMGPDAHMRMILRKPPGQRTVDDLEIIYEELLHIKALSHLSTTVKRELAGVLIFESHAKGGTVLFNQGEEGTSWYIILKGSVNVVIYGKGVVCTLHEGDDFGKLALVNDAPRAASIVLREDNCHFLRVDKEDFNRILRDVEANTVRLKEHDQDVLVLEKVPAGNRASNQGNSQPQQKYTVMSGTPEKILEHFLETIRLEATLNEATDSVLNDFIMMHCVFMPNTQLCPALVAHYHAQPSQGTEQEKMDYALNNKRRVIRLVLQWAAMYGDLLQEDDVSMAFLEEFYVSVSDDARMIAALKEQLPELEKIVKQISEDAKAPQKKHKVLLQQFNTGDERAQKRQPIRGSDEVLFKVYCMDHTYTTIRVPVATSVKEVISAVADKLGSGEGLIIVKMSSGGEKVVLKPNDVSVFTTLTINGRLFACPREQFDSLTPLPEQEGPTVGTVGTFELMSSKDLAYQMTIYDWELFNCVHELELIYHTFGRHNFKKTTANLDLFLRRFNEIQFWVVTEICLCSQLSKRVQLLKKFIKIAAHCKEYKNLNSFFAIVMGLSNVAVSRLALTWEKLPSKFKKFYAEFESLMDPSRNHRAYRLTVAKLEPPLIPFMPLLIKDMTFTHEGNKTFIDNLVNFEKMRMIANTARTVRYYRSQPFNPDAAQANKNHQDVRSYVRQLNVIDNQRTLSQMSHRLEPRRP
aSyn yeast inh: rescues yeast growth from alpha-synuclein toxicity. 0.14% of 370,000 active. Potency, µM (highest dose often 46.1 µM), for the others: at the highest dose growth rescue (activation), actives largely listed as activators. Yeast expressing alpha-synuclein, growth rescue, BacTiter-Glo, 24 h; also: potency is read from the fitted curve at half-maximal effect; % of control where 0% means no effect; nearly all actives have a fitted effect of over 65% in size
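Readout is rescue of growth in alpha-synuclein-expressing yeast, so inhibitors of toxicity appear as activators. Growth after 24 hr at 30 deg C in galactose medium is quantified by luminescence.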
D3 antag: D3 dopamine receptor (human) antagonism; P35462; D3R cells, DiscoveRx beta-arrestin luminescence, antagonist mode; active compounds read low; max response, negative = inhibition, %; 2.5% of 360,000 active; AID 652054; in the data active = max response below about -50%; inconclusive = no clear call, values can overlap the other calls; also: % is scaled to controls: 0 for no effect and ±100 for the full control effect; mostly tested at two doses, the higher about 12 µM
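Cells expressing the human receptor were seeded at 1500 cells/well, incubated overnight at 37 degrees C in 5% CO2, then exposed to library compounds with dopamine controls for 90 minutes at 37 degrees C before luminescent detection.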
Abeta yeast res: A-beta toxicity reversal in yeast. yeast expressing A-beta42, growth rescue, OD600, 48 h; response scale: 0% DMSO, 100% iron-clioquinol control. Potency, µM (top dose mostly 46.1 µM), without a hit: top-dose growth rescue, most hits filed as activators. 0.063% of 410,000 active; also: potency is read from the fitted curve at half-maximal effect; nearly all actives have a fitted effect of over 55% in size
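Yeast growth medium received pinned compounds, then yeast cells expressing toxic A-beta were added; plates incubated at 30 C for 48 hr. Growth read as absorbance at 600 nm, normalized to DMSO and equimolar FeCl3 plus clioquinol controls.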
FUS yeast rescue: suppressors of FUS proteinopathy in yeast; S. cerevisiae FUS-expressing, growth rescue, OD600, 24 h; Potency, µM (titrated, usually from 76.6 µM), without a hit: at the highest dose growth rescue (activation), most hits filed as activators; 0.24% of 390,000 active; AID 1347120;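 also: potency is read from the fitted curve at half-maximal effect; plate controls were DMSO vehicle for no effect and reference control for full effect; nearly all actives have a fitted effect of over 55% in size; some results filed as inactive show a strong effect at the top dose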
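Toxicity suppression screen in FUS-yeast. Cells induced with 2% galactose, starting OD 0.005, treated 24hr at 30C with compounds at multiple final concentrations; growth by OD600.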
TDP-43 yeast inh: inhibitors of TDP-43 toxicity in yeast; TDP-43 expressing yeast growth rescue, BacTiter-Glo, 24 h; 1.8% of 410,000 active; AID 652104; Potency, µM (top dose mostly 46.1 µM), for inactives: top-dose growth rescue (activation), most hits filed as activators; also: potency is read from the fitted curve at half-maximal effect; % of control where 0% means no effect; nearly all actives have a fitted effect of over 50% in size
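Readout is BacTiter-Glo luminescence of cell growth, so inhibitors register as activators. TDP-43-expressing yeast at OD600=0.02 in galactose medium, after raffinose pregrowth to mid-log, were incubated with compound for 24 hr at 30 deg C.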
EPAC2 agonist: EPAC2 (human) agonism; Q8WZA2; EPAC2 activation, biochemical qHTS; response scale: 100% = 6.5 mM cAMP response; Potency, µM (series often up to 154 µM), inactives show at the top dose activation, actives largely listed as activators; 0.079% of 360,000 active; also: potency is read from the fitted curve at half-maximal effect; nearly all actives have a fitted effect of over 50% in size
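Compounds were titrated in qHTS against a Rap1B-BODIPY-GDP (250 nM) complex with EPAC2 (100 nM) and GDP (50 uM). BODIPY-GDP release tracked at 480/540 nm over 30 min at room temperature, normalized to 6.5 mM cAMP.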
DRD3 agonist: agonists of human D3 dopamine receptor; P35462; D3R DiscoveRx beta-arrestin cells, luminescence, 90 min; max activation, %; 0.58% of 410,000 active; in the data active = max activation above about 30%; also: 0% is about no effect; mostly tested at two doses, the higher about 12 µM
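Agonist-mode cell screen: cells plated at 1500/well and incubated overnight at 37 °C, then exposed to library compounds for 90 min at 37 °C. Detection reagent was added for 30–60 min at room temperature, and luminescence was read.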
Starred values were filed as active, the others as inactive; ? = inconclusive; . = no result given; [ ] = dose if it differs, or a comment. Unless noted, calls follow the shape of the dose curve; as a rule, active = well fitted curve in the direction sought with a large enough effect; inconclusive = small, poorly fitted or top-dose-only effect, or another doubt; inactive = no such curve, though single readings can be large; an effect the other way counts as inactive or inconclusive.

SMILES	EPAC2 antag	aSyn yeast inh	D3 antag	Abeta yeast res	FUS yeast rescue	TDP-43 yeast inh	EPAC2 agonist	DRD3 agonist
CCN(CC)S(=O)(=O)c1ccc(C2=NOC3(C2)N(C)c2ccccc2C3(C)C)cc1 (stereo unspecified)	-10%	1%	-5	13%	-2%	11%	1%	3
O=[N+]([O-])c1cccc2c(S(=O)(=O)N3CCCCC3)cccc12	-18%	18%	0	20%	7%	?	19%	6
CCn1c(SCC(=O)c2ccc(F)cc2)nnc1-c1ccoc1C	4%	4%	87	4%	13%	17%	5%	-2
COc1ccc(-c2csc3ncn(-c4cccc(C)c4)c(=O)c23)cc1OC	-4%	9%	9	-6%	-7%	17%	3%	4
C=CCn1c2ccccc2c2nnc(SCC(=O)OC)nc21	9%	-12%	-23	-17%	-15%	?	1%	0
Cc1nc(SCc2nc3c(C)cccc3[nH]2)c2oc3ccccc3c2n1	8%	.	.	-1%	-12%	.	9%	.
O=S(=O)(c1ccc(NC(=S)N2CCOCC2)cc1)N1CCCCC1	4%	-5%	-14	0%	12%	1%	-12%	-7
C#CCOC(=O)c1csc2nnsc12	8%	-6%	13	4%	-4%	?	-4%	3
COc1ccc(OC)c(S(=O)(=O)N(C)CC(=O)N2CCN(c3cccc(Cl)c3)CC2)c1	-2%	5%	18	5%[9.22 µM]	14%	6%	6%	-5
CC1(C(=O)Nc2ccc(Cl)cc2)Cc2c(-c3cccc(C(N)=O)c3)ccnc2O1 (stereo unspecified)	?	-4%	?	3%	-18%	1%	16%	-13
COc1ccc(NC(=O)Cn2nnc(-c3nc(-c4ccncc4)no3)c2N)cc1OC	.	.	.	3%	-3%	23%	.	7
NC1=NC(=O)C2(COC(c3cccc([N+](=O)[O-])c3)OC2)S1 (stereo unspecified)	-4%	-11%	-15	-1%	12%	-16%	0%	-4
CCC(=O)N1CCCc2cc(S(=O)(=O)NCc3cccs3)ccc21	-8%	-3%	-6	-1%	10%	-13%	0%	-8
Cn1c(Cc2cccs2)nnc1SCC(=O)N1CCCc2ccccc21	12%	6%	0	10%	2%	1%	-5%	2
CCC(=O)NC(=S)NNC(=O)c1ccc(NC(=O)c2ccccc2)cc1	5%	-1%	8	3%	-15%	13%	4%	2
O=C(NN1CC(C(=O)OCc2ccc(Cl)cc2Cl)CC1=O)c1ccccc1 (stereo unspecified)	-14%	2%	4	22%	20%	9%	-9%	-3
COc1ccccc1-n1c(SCC(=O)Nc2ccc(Br)cc2)nc(O)cc1=O	-3%	-4%	-25	-13%	28%	-5%	5%	-4
COc1ccc(CCNC(=O)c2cc(S(=O)(=O)N(C)c3ccccc3)ccc2Cl)cc1	16%	1%	18	2%	.	-5%	1%	1
NCCc1nnc(SCC(N)=O)o1	-5%	-1%	15	-17%	5%	27%	-4%	1
CCOc1cc(/C=C(/NC(C)=O)C(=O)O)cc(Cl)c1OCc1cccc(Br)c1	-6%	-3%	-14	4%	9%	-12%	2%	-12
CCC(C)[C@H]1CN=C(N)N1CCCc1cc(OC)c(OC)c(OC)c1 (stereo partly specified)	2%	1%	-22	-14%	-14%	-8%	0%	-1
CCOc1ccc(CCNC(=O)CCc2cn(Cc3ccc(C)cc3)c3ccccc23)cc1	.	.	.	12%	3%	13%	.	-2
O=C(NCCc1ccc(Cl)cc1)C12CC3CC(CC(O)(C3)C1)C2	-7%	-1%	3	8%	-4%	6%	6%	13
CC(=O)c1ccc(NC(=O)CN(c2c(C)cccc2C)S(C)(=O)=O)cc1	0%	9%	27	13%	0%	21%	5%	3
CCOc1ccc(N(CC(=O)Nc2ccc(OC)cc2)S(C)(=O)=O)cc1	-3%	0%	0	-1%	-7%	12%	8%	-8
CC[N+](CC)(CCCCS(=O)(=O)[O-])CCNP1(=O)C=C(c2ccccc2)OC(c2ccccc2)=C1	-4%	7%	1	8%	-36%	4%	-4%	-11
Cc1ccoc1C(=O)NCCCNC(=O)c1occc1C	4%	-5%	15	-3%	2%	4%	-6%	4
CCc1ccc(CNC(=O)CCC(=O)n2ncc3cc(C)ccc32)cc1	14%	-1%	-21	-20%	-4%	-2%	-4%	-7
CC12CCC(C(=O)NNc3ccc([N+](=O)[O-])cc3)(OC1=O)C2(C)C (stereo unspecified)	3%	-2%	-19	-11%	1%	-17%	14%	-9
CCOC(=O)C1CCCN(C(=O)c2cccc(S(=O)(=O)N(C)c3ccc(C)cc3)c2)C1 (stereo unspecified)	-1%	-3%	-25	-9%	15%	-1%	7%	-6
COc1ccc(N2CCN(C(=O)C(=O)c3cccc([N+](=O)[O-])c3)CC2)cc1	5%	7%	14	11%	0%	?	3%	-2
CCCCNC(=O)c1ccc2nc(CC)c(N(CCC(C)C)CCN(C)C)n2c1	36%[activator]	1%	16	24%	-11%	24%	0%	-12
CCc1ccc(/C=C2/SC(=S)N(CCCC(=O)Nc3cccc(C(=O)O)c3)C2=O)cc1	-7%	2%	-1	2%	-12%	8%	-3%	-2
Nc1nc(SCC(=O)Nc2ccc(Br)cc2Br)n[nH]1	-4%	0%	19	7%	.	?	2%	4
CCN(CC)CCn1c(NS(=O)(=O)c2ccc(C)cc2)nc2ccccc21	0%	-4%	-11	2%	.	0%	6%	-26
CC(=O)c1ccc(NC(=O)Cn2nc(N3CCN(c4ccccc4)CC3)ccc2=O)cc1	.	.	.	8%	17%	0%	.	6

Copied from the list.
Nc1nc(SCC(=O)Nc2ccc(Br)cc2Br)n[nH]1 @ Abeta yeast res = 7%
CCCCNC(=O)c1ccc2nc(CC)c(N(CCC(C)C)CCN(C)C)n2c1 @ EPAC2 agonist = 0%

(more compounds)
SMILES	EPAC2 antag	aSyn yeast inh	D3 antag	Abeta yeast res	FUS yeast rescue	TDP-43 yeast inh	EPAC2 agonist	DRD3 agonist
COc1ccc(Cl)cc1NC(=O)CN(C)CC(=O)Nc1cc(OC)c(OC)c(OC)c1	-8%	-3%	20	25%	14%	1%	4%	4
O=C(O)c1ccc(N=Nc2c(O)[nH]c3ccc(Br)cc23)cc1	10%	0%	28	-4%	-23%	14%	-2%	0
O=C(O)c1ccccc1NC(=O)C1CCCO1 (stereo unspecified)	-1%	-10%	2	14%	7%	-9%	8%	-6
CCOc1ccc(CN(C)C(=O)c2ccc(NC(=O)CC3SC(N4CCCC4)=NC3=O)cc2)cc1 (stereo unspecified)	6%	-8%	1	11%	?	11%	4%	-4
COc1cc(NC(=O)CSc2nccc(C)n2)c(C(=O)O)cc1OC	-2%	-10%	24	-4%	1%	7%	-1%	2
CC(=O)NC(=S)NNC(=O)CCc1ccccc1	17%	?	-27	-16%	-35%	8%	9%	-6
COc1ccccc1CN1CC(C(=O)NCCc2ccccc2Cl)CCC1=O (stereo unspecified)	1%	2%	23	7%	0%	9%	3%	-4
Cc1ccc(NC(=O)CN2CCc3cc4c(cc3C2)OCCCO4)cc1	5%	3%	?	-1%	-8%	-2%	-2%	-19
Cc1ccc([N+](=O)[O-])cc1NCC(=O)NN	3%	-2%	0	-8%	21%	13%	14%	-8
Cc1cccn2c(=O)c3cc(C(=O)NC(C)c4ccccc4)c(=N)n(CCCn4ccnc4)c3nc12 (stereo unspecified)	-8%	-1%	8	-9%	11%	-9%	2%	10
O=C(c1cnccn1)N1CCc2c([nH]c3ccccc23)C1c1cccc(Cl)c1 (stereo unspecified)	-15%	?	-6	-4%	?	18µM*	16%	4
CC(C)n1nnnc1SCC(=O)NNC(=O)C1CCCCC1	5%	3%	-9	10%	-2%	10%	10%	-2

Compounds shown so far that have a thiophene ring, fused or not, in the order listed:
SMILES	EPAC2 antag	aSyn yeast inh	D3 antag	Abeta yeast res	FUS yeast rescue	TDP-43 yeast inh	EPAC2 agonist	DRD3 agonist
COc1ccc(-c2csc3ncn(-c4cccc(C)c4)c(=O)c23)cc1OC	-4%	9%	9	-6%	-7%	17%	3%	4
C#CCOC(=O)c1csc2nnsc12	8%	-6%	13	4%	-4%	?	-4%	3
CCC(=O)N1CCCc2cc(S(=O)(=O)NCc3cccs3)ccc21	-8%	-3%	-6	-1%	10%	-13%	0%	-8
Cn1c(Cc2cccs2)nnc1SCC(=O)N1CCCc2ccccc21	12%	6%	0	10%	2%	1%	-5%	2

(cont.)
SMILES	EPAC2 antag	aSyn yeast inh	D3 antag	Abeta yeast res	FUS yeast rescue	TDP-43 yeast inh	EPAC2 agonist	DRD3 agonist
CC(=O)c1ccc(OCc2cc(C(=O)N(C)C(C)c3ccon3)no2)cc1 (stereo unspecified)	-3%	-1%	7	1%	.	11%	4%	7
COc1ccc(C2N=C(N)N=C(N)N2c2ccccc2OC)cc1OC (stereo unspecified)	14%	-9%	9	-16%	35%	10%	2%	1
CCc1ccc(Nc2cc(=O)n(C3CCCCC3)c(=O)[nH]2)cc1	-8%	-2%	?	17%	28%	-8%	2%	-1
CC(=O)N1CCC(c2c[nH]c3ccccc23)CC1	16%	-2%	4	-1%	19%	-7%	1%	-7
Cc1cccc(C)c1NCC(=O)N1CCN(Cc2ccccc2)CC1	0%	-12%	24	-19%	5%	1%	6%	-6
CCOc1ccc(OCC)c(NC(=O)C2CCCN(c3ncccn3)C2)c1 (stereo unspecified)	-2%	0%	34	-6%	31%	-3%	14%	-1
Cc1ccc(NS(=O)(=O)c2ccc(OCC(=O)NCc3cccnc3)cc2)cc1	-2%	-4%	2	2%	7%	-12%	-4%	-4
O=C(CSc1nc2ccccc2o1)NCc1n[nH]c(=O)c2ccccc12	-3%	1%	1	5%	.	17%	4%	-6
COCCCNC(=O)CS(=O)(=O)Cc1nc(-c2ccccc2C)oc1C	1%	0%	-3	5%	-8%	0%	10%	-1
Cc1ncsc1CCC(=O)N1CCCC(C(=O)c2ccc3c(c2)OCO3)C1 (stereo unspecified)	7%	10%	-6	0%	14%	-9%	-1%	-22
Cn1c(CN2CCCC2)nc2cc(NC(=O)c3ccco3)ccc21	-5%	-5%	-17	-4%	-6%	-19%	14%	-7
Cn1c(C(=O)NC2CCCCC2)cc2sccc21	13%	13%	-19	-10%	10%	-11%	6%	-5
CCOC(=O)CSc1nc2ccc(NC(=O)COc3ccc(F)cc3)cc2s1	.	.	.	-13%	7%	2%	.	-9
CCOc1ccccc1N1CCN(CC(=O)Nc2nccs2)CC1	1%	5%	1	4%	-30%	8%	2%	2
CC(NC(=O)c1ccccc1)c1nc2ccccc2n1Cc1ccc(C#N)cc1 (stereo unspecified)	9%	3%	15	3%	20%	13%	-4%	-4

A portion of the library; rates above refer to the full screens.
